# Tau fluor cs = counter-screen for tau fibril formation inhibitors | tau K18 P301L Alexa594 fluorescence, heparin fibrillization | Potency, µM (highest dose often 57.7 µM), inactives show top-dose activity change, negative = decrease | 280,000 compounds, 0.93% hits; also: nearly all actives have a fitted effect of over 55% in size
#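 Human tau K18 P301L (15 uM unlabeled, 0.24 uM Alexa 594-labeled) in 100 mM sodium acetate pH 7 with 20 uM heparin, 6 hr at 37 C. ThT 30 uM added, 1 hr ambient; Alexa 594 FP and total fluorescence read at 555/632 nm.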
# Tau fibril FP = inhibitors of human tau fibril formation; P10636; K18 P301L tau heparin fibrillization, Alexa594 FP, 6 h; Potency, µM (titrated, usually from 57.7 µM), inactives show at the top dose activity, negative = inhibition, usual class: inhibitors; 280,000 compounds, 0.39% hits; AID 1468; also: nearly all actives have a fitted effect of over 55% in size
# Target sequence (P10636 561-689 P618L limits assumed): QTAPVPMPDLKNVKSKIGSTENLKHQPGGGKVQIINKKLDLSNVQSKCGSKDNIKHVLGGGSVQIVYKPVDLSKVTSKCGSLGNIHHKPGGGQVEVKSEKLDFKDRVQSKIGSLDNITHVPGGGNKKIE
#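 Human tau K18 […] P301L fragment, 15 uM unlabeled plus 0.24 uM Alexa 594-labeled tau (final), with compound and 20 uM heparin in 100 mM sodium acetate pH 7; 6 hr at 37 C, then Alexa 594 FP read.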
# Tau ThT inhib = tau fibrillization inhibition (ThT binding) | recombinant tau K18 P301L (four-repeat tau fragment), heparin-induced fibrillization, ThT fluorescence | P10636 | 270,000 compounds, 2.1% hits | Potency, µM (top dose mostly 57.4 µM), for the others: at the highest dose activity, negative = inhibition, most hits filed as inhibitors; also: nearly all actives have a fitted effect of over 55% in size
#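 Tau K18 P301L fragment (15 uM unlabeled plus 0.24 uM Alexa 594-labeled) in 100 mM sodium acetate pH 7 with compound, fibrillization induced by 20 uM heparin for 6 hr at 37 C. Thioflavin T (30 uM) added, fluorescence read after 1 hr (ex 450, em 510 nm).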
# * marks the source's active call; other numbers are inactive results; ? = inconclusive; [ ] = another dose, or the depositor's remark. Calls follow the shape of the dose curve; as a rule, active = well fitted curve in the direction sought with a large enough effect; inconclusive = small, poorly fitted or top-dose-only effect, or another doubt; inactive = no such curve, though single readings can be large; an effect the other way counts as inactive or inconclusive. % is scaled to controls: 0 for no effect and ±100 for the full control effect; potency is read from the fitted curve at half-maximal effect. Only part of the results is shown, so the mix of outcomes need not match the whole.
SMILES,Tau fluor cs,Tau fibril FP,Tau ThT inhib
CCN(CC)CCNC(=O)c1ccc2c(c1)NC(=O)C(CS(=O)(=O)Cc1cccc(Br)c1)N2 (stereo not drawn),-15%,-9%,-13%
CC(=O)Nc1cccc(NC(=O)C(=O)NCCc2csc3nc(-c4ccccc4F)nn23)c1,-1%,-1%,-2%
COc1ccc2c(c1)c1c(c(=O)n(-c3ccc(OC)c(OC)c3)c(=O)n1Cc1ccccc1C)n2C,-3%,-1%,0%
Cc1oc(-c2cccc(Br)c2)nc1CN1CCC(C(=O)NCCc2ccc(Cl)cc2)CC1,-7%,4%,-6%
CCC(C(=O)OCc1cc(=O)n2nc(CCOC)sc2n1)c1ccccc1 (stereo not drawn),-9%,3%,-10%
O=C(OCc1cc(=O)n2nc(-c3cccs3)sc2n1)c1ccccc1,-16%,?,?
CCOc1ccccc1NC(=O)c1c(NCc2ccc(C)o2)sc2c1CCC(C)C2 (stereo not drawn),-18%,7%,-12%
O=C(Nc1ccc(F)c(F)c1)c1cc(S(=O)(=O)NC2CCCCCC2)ccc1F,?,?,11%
COc1ccc(N2CCN(Cc3nc4c(c(=O)n(C)c(=O)n4C)n3C(C)C)CC2)cc1,-9%,1%,-5%
COC(=O)C1=C(C)NC(=O)NC1c1cn(-c2ccccc2)nc1-c1ccc(OC)c(Cl)c1 (stereo not drawn),-17%,-3%,-5%
CC(Sc1nc2c([nH]c3ccccc32)c(=O)n1-c1ccccc1)c1ccccc1 (stereo not drawn),?,-12%,-10%
CCOC(=O)c1ccccc1NC(=O)c1sc2nc(-c3ccc(F)cc3)cn2c1C,-2%,-1%,7%
O=C(NC1CCCC1)c1ccc2c(=O)n(Cc3ccccc3)c(SCc3cccc(F)c3)nc2c1,-14%,-10%,-6%
Cc1noc(/C=C/c2ccccc2F)c1S(=O)(=O)N1CCC(C(=O)N2CCOc3ccccc32)CC1,-12%,-2%,3%
O=c1n(Cc2ccc([N+](=O)[O-])cc2)c2ccccc2c2nc(-c3ccccc3)nn12,-19%,3%,-18%
CCn1c2c(c(=O)n3ncc(C(=O)Nc4ccc(Cl)cc4C)c13)CN(Cc1ccc(OC)cc1)CC2,-11%,-6%,?
CC(=O)Nc1ccc(NC(=O)C2CCCN(S(=O)(=O)c3ccc4c(c3)CCCC(=O)N4)C2)cc1 (stereo not drawn),2%,2%,4%
COc1ccc(-n2ccnc(NCc3ccc(C)cc3)c2=O)cc1OC,-5%,-1%,7%
CCOC(=O)c1c(C)[nH]c(C)c1S(=O)(=O)N(C)CC(=O)N1CCN(c2cccc(Cl)c2)CC1,-19%,-8%,-20%
COc1ccccc1C(=O)Nc1ccc(-c2nc3ccccc3s2)c(C)c1,-18%,1%,-25%
Cc1cc(C)c(S(=O)(=O)NCC(c2cccs2)S(=O)(=O)c2ccccc2)c(C)c1 (stereo not drawn),-16%,-7%,-7%
CC(=O)c1cc(-c2ccccc2)n(CC(=O)NCCc2ccc(C)cc2)c1C,-9%,-12%,3%
CC(=O)c1cc(-c2ccc(F)cc2)n(CC(=O)NCc2ccc(C)cc2)c1C,-8%,0%,-14%
CN(C)S(=O)(=O)c1ccc(C(=O)Nc2ccc(-n3nncc3-c3ccccc3)cc2)cc1,?,-16%,16%
CCN(CC)CCNC(=O)c1ccc2c(c1)NC(=O)C(CS(=O)(=O)Cc1ccc(F)cc1Cl)N2 (stereo not drawn),-19%,?,?
Cc1cc(N2CCN(C)CC2)nc2ccc(NC(=O)Nc3ccccc3Cl)cc12,14µM*[quencher],?,14µM*
COc1ccccc1Cc1nc2ccccc2nc1SCC(=O)Nc1cc(Cl)ccc1OC,-13%,?,-3%
COc1ccc(NC(=O)COCc2cc(-c3cccs3)on2)cc1,-14%,-10%,-16%
COc1cc(OC)c(NC(=O)N2CCc3c([nH]c4ccccc34)C2c2ccccc2F)cc1Cl (stereo not drawn),?,1%,1%
COC(=O)c1scc(-c2ccccc2)c1S(=O)(=O)Nc1ccccc1,-16%,-4%,-4%
CCOc1ccc(NC(=O)CC2C(=O)N(c3ccc(Cl)cc3)C(=O)N2Cc2cccs2)cc1 (stereo not drawn),-18%,?,?
O=C(CC1N=C2c3ccccc3N=C(SCc3ccc(Cl)cc3)N2C1=O)NC1CCCCC1 (stereo not drawn),-17%,?,?
COc1ccc(CCNC(=O)c2ccc3c(c2)N(Cc2ccccc2C)C(=O)c2ccccc2S3)cc1OC,-16%,-2%,3%
CCc1ccccc1NC(=O)C(CC)Sc1ncnc2c1sc1ccccc12 (stereo not drawn),2%,5%,3%
CCOc1ccc(C2C(=O)N(C3CCCCC3)CC(=O)N2CCC2=CCCCC2)cc1OC (stereo not drawn),7%,1%,1%
CN1c2ccc(Cl)cc2-c2nc(SCC(=O)NCc3ccc(F)cc3)ncc2S1(=O)=O,-2%,-13%,12%
O=C(Cn1cnc2nc3c(cc2c1=O)CCCC3)Nc1ccc(F)cc1Cl,-4%,-5%,9%
Cc1ccc(C)c(N2CCN(C(=O)CN3CCSc4ccccc43)CC2)c1,-5%,5%,-5%
COc1cccc(NC(=O)C2CCCN(S(=O)(=O)c3ccc4[nH]c(=O)ccc4c3)C2)c1 (stereo not drawn),-5%,3%,-6%
Cc1c(C)n(C)c2ccc(C(=O)NCCc3ccc(Cl)cc3)cc12,?,6%,?
Cc1ccc(C2=CC(c3ccccc3F)n3c(nc4ccccc43)N2)cc1C (stereo not drawn),-13%,2%,?
COc1ccccc1NS(=O)(=O)c1cn(C)c(C)n1,19%,2%,18%
O=C(NCCc1ccc(Cl)cc1)c1ccc(CS(=O)(=O)Cc2ccccc2F)o1,-20%,0%,-12%
Cc1ccc(-n2ncc(C(=O)N3CCN(C4CCCCC4)CC3)c2C2CCN(C(=O)OC(C)(C)C)CC2)cc1,6%,8%,-1%
CCOc1ccccc1CNC(=O)CSc1nnc(C)c2c(C)n(-c3ccccc3)nc12,4%,-7%,-14%
CC(C)(C)c1ccc(S(=O)(=O)NCc2nc3cccnc3n2Cc2ccccc2Cl)cc1,-22%,-2%,-13%
CCOc1cccc(CC(=O)NCc2ccc3c(c2)CCN3C(C)=O)c1OCC,-2%,0%,-4%
COc1ccc(C(=O)NCC(c2ccco2)S(=O)(=O)c2cccs2)cc1OC (stereo not drawn),-18%,-15%,-10%
COc1ccc(CC(=O)NCc2ccc3c(c2)CCN3C(=O)c2cccc(C)c2)cc1,1%,-6%,1%
O=C(Nc1nnc(SCc2cc(=O)n3cc(Cl)ccc3n2)s1)c1cccc(F)c1,-8%,-9%,2%
Cc1ccc(CNC(=O)c2cccc(-n3cnc4cccnc43)c2)cc1,-6%,-4%,8%
Cc1ccc(CNC(=O)c2ccc(-c3nc(CN4CCc5ccccc54)c(C)o3)cc2)cc1,-21%,8%,3%
Cc1cccc(N2CCN(S(=O)(=O)c3ccc4c(c3)C(C(C)C)C(=O)N4)CC2)c1C (stereo not drawn),-25%,?,6%
COc1cc(C2C(=O)N(C3CCCCCC3)CC(=O)N2Cc2ccccc2)ccc1OC(C)C (stereo not drawn),-6%,-2%,-9%
CCCc1cnc2c(c1SCC(=O)Nc1cccc(C)c1C)c(=O)n(C)c(=O)n2C,-5%,-8%,?
CCOc1ccc(S(=O)(=O)NCC(c2ccco2)S(=O)(=O)c2cccs2)cc1 (stereo not drawn),-10%,2%,0%
Cc1ccc(NC(=O)c2oc3ccc(S(=O)(=O)N4CCCCC4)cc3c2C)cc1Cl,-11%,?,?
COc1ccc(NC(=O)c2cc(C)nc3c2c(C)nn3-c2cccc(Cl)c2C)c(OC)c1,-18%,-6%,-16%
COc1ccc(Cn2ccnc2SCC(=O)NCc2ccco2)cc1,-5%,-11%,-2%
CSc1ccc(CNC(=O)c2ccc(NC(=O)c3nsc4ccccc34)cc2)cc1,-20%,-20%,7%

# Next part.
SMILES,Tau fluor cs,Tau fibril FP,Tau ThT inhib
Cc1oc(-c2ccc(C(=O)NCc3ccc(Cl)cc3)cc2)nc1CS(=O)(=O)c1ccccc1,-4%,-10%,9%
CCc1cccc(C)c1NC(=O)c1cc(S(=O)(=O)N(C)Cc2ccccc2)ccc1F,-26%,9%,-16%
COc1cc(C2c3c(oc4ccccc4c3=O)C(=O)N2Cc2ccc(C)cc2)ccc1O (stereo not drawn),-12%,-3%,-10%
CCOc1ccc(CCNC(=O)c2cnc3c(-c4ccc(F)cc4)c(C)nn3c2C)cc1,-2%,-5%,-14%
O=C(OCC1CCCO1)c1ccc2c(c1)N(Cc1ccccc1Cl)C(=O)c1ccccc1S2(=O)=O (stereo not drawn),-28%,0%,-9%
CCN1CCN(c2cc(C)c3cc(NC(=O)c4cc(OC)c(OC)c(OC)c4)ccc3n2)CC1,?,12%,?
Cn1ccc2cc(S(=O)(=O)N3CCCN(C(=O)Nc4ccccc4Br)CC3)ccc21,-7%,6%,0%
O=S(=O)(Nc1cccc(-c2ccc(N3CCCCC3)nn2)c1)c1cccc(F)c1,?,-2%,-16%
O=C(CCNS(=O)(=O)c1ccc2c(c1)CCN2C(=O)C1CC1)N1CCN(c2cccc(Cl)c2)CC1,-9%,0%,?
Cc1nn(CC(=O)NCc2ccccc2Cl)c(=O)c2nn(-c3ccccc3)c(C)c12,8%,2%,12%
CCN(C(=O)Cc1c(C(=O)O)c(C)cn1C)c1cccc(Cl)c1,1%,-1%,3%
Cc1nc2ccc(S(=O)(=O)N(CC(=O)Nc3cccc(Cl)c3)Cc3ccccc3)cc2s1,?,?,-4%
Cc1nn(C(=O)c2ccccc2F)c(C)c1S(=O)(=O)N1CCCCCC1,-8%,11%,?
Cc1ccc(Cl)cc1N1CCN(C(=O)c2cc(S(=O)(=O)N3CCC(C)CC3)cn2C)CC1,12%,4%,3%
O=C(NCC(c1ccco1)S(=O)(=O)c1cccs1)c1ccc(F)c(F)c1 (stereo not drawn),-4%,-4%,-1%
CCc1ccccc1NC(=O)CN1C(=O)C2CCCN2c2ccc(S(=O)(=O)N(CC)CC)cc21 (stereo not drawn),-13%,-3%,-12%
CCC(=O)N1c2ccccc2CC1C(=O)NCCN1CCN(c2cccc(C)c2C)CC1 (stereo not drawn),-6%,-2%,-2%
COc1ccc(-n2cc(-c3ccccc3)c3c(N4CCCC(C)C4)ncnc32)cc1 (stereo not drawn),-4%,2%,-1%
O=c1oc2ccc(Br)cc2cc1-c1csc(-c2ccccc2)n1,-10%,-10%,-7%
O=C(O)c1ccc2nc(-c3cc4cc(Cl)ccc4oc3=O)[nH]c2c1,-13%,3%,?
O=C(NCc1ccccc1)C1CCN(S(=O)(=O)c2ccc3c(c2)CCCN3C(=O)C2CCC2)CC1,-2%,9%,-5%
CCCc1cc(=O)oc2c3c(ccc12)OCN(Cc1ccccc1OC)C3,3%,-5%,-3%
CCOC(=O)c1sc(NC(=O)c2cc3nc(-c4ccc(Br)cc4)cc(C(F)(F)F)n3n2)c(C(=O)OCC)c1C,16%,0%,10%
COc1cccc(NC(=O)CSc2nnc3[nH]c(=O)cc(-c4ccccc4)n23)c1,-26%,1%,?
Cc1c(C(=O)N(C)C)sc2c1c(=O)n(-c1ccc(F)cc1)c(=O)n2CC(=O)N(C)c1ccccc1,-5%,6%,0%

# Of the compounds above, eleven contain two or more sulfur atoms.
SMILES,Tau fluor cs,Tau fibril FP,Tau ThT inhib
O=C(OCc1cc(=O)n2nc(-c3cccs3)sc2n1)c1ccccc1,-16%,?,?
Cc1cc(C)c(S(=O)(=O)NCC(c2cccs2)S(=O)(=O)c2ccccc2)c(C)c1 (stereo not drawn),-16%,-7%,-7%
COC(=O)c1scc(-c2ccccc2)c1S(=O)(=O)Nc1ccccc1,-16%,-4%,-4%
CCc1ccccc1NC(=O)C(CC)Sc1ncnc2c1sc1ccccc12 (stereo not drawn),2%,5%,3%
CN1c2ccc(Cl)cc2-c2nc(SCC(=O)NCc3ccc(F)cc3)ncc2S1(=O)=O,-2%,-13%,12%
COc1ccc(C(=O)NCC(c2ccco2)S(=O)(=O)c2cccs2)cc1OC (stereo not drawn),-18%,-15%,-10%
O=C(Nc1nnc(SCc2cc(=O)n3cc(Cl)ccc3n2)s1)c1cccc(F)c1,-8%,-9%,2%
CCOc1ccc(S(=O)(=O)NCC(c2ccco2)S(=O)(=O)c2cccs2)cc1 (stereo not drawn),-10%,2%,0%
CSc1ccc(CNC(=O)c2ccc(NC(=O)c3nsc4ccccc34)cc2)cc1,-20%,-20%,7%
Cc1nc2ccc(S(=O)(=O)N(CC(=O)Nc3cccc(Cl)c3)Cc3ccccc3)cc2s1,?,?,-4%
O=C(NCC(c1ccco1)S(=O)(=O)c1cccs1)c1ccc(F)c(F)c1 (stereo not drawn),-4%,-4%,-1%
